Source: PubChem
M1AAP inhibition: P. falciparum M1AAP inhibitors, biochemical, fluorogenic H-Leu-NHMec substrate, 1536-well (AID 1445) | one-dose inhibition, % at 30 µM; IC50 in µM for titrated hits | recombinant M1AAP, H-Leu-NHMec fluorogenic kinetic assay; higher % means a stronger effect | 0.42% of 220,000 active;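 active = primary inhibition above the hit cutoff, then over 50% inhibition at one or more dose response concentrations, cut at about 23% in these data, passing the limit was not always enough; inconclusive = conflicting primary data, or primary hits not chosen for dose response; inactive = low primary inhibition, or under 50% at every dose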;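 note: plate controls were DMSO full reaction for no effect and no enzyme background for full effect; strong numbers were not always called active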
XIAP displacement: small molecules displacing peptide from XIAP – biochemical, IAP family, fluorescence polarization (AID 1018) | XIAP BIR domain, fluorescence polarization peptide displacement; higher % means a stronger effect | displacement, % at 20 µM; hits with a dose series show IC50 in µM | 0.007% of 200,000 active; in the data active = displacement above about 50%; note: a part of the inactive calls stands beside numbers as strong as those of hits
M17LAP inhibition: P. falciparum M17LAP inhibitors, primary screen, biochemical, fluorogenic H-Leu-NHMec substrate, 1536-well (AID 1619); recombinant M17LAP, H-Leu-NHMec fluorogenic kinetic assay; higher % means a stronger effect; inhibition, % at 30 µM, or IC50 in µM where a hit was titrated; 0.38% of 220,000 active;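 active = compound inhibiting the enzyme by more than half at any dose during confirmatory dose-response retesting; inconclusive = strong single-dose inhibitors picked by rank but not retested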;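 note: plate controls were full reaction with DMSO carrier for no effect and no enzyme background for full effect; strong numbers were not always called active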
Salmonella PhoP GFP: PhoP-dependent GFP reporter repression – Salmonella Typhimurium, primary screen (AID 1863). S. Typhimurium PhoP-regulated promoter GFP reporter, 4 h; higher % means a stronger effect. inhibition, % at 50 µM, or IC50 in µM where a hit was titrated. 0.16% of 300,000 active;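 active = inhibition over 29.93%, a cutoff 3 SD above the screen mean, later confirmed by dose response; inconclusive = inhibition over 29.93% but no dose response follow-up; inactive = inhibition at most 29.93% or unconfirmed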;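 note: 0% = low Mg2+ inducing control and 100% = high Mg2+ repressing control; strong numbers were not always called active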
West Nile antiviral: West Nile virus antiviral activity, cell-based, CPE readout (AID 1621); West Nile virus-infected cells, CPE inhibition; higher % means a stronger effect; one-dose CPE inhibition, % at 10 µM; IC50 in µM for titrated hits; 0.02% of 290,000 active; in the data active = a potency from the dose series; inconclusive = CPE inhibition mostly from about 3.7% at the one dose, without a potency; inactive = the rest, 99 in 100 with CPE inhibition below about 2.2%; note: strong numbers were not always called active
Yfh1-depleted yeast: enhancers of respiration in Yfh1-depleted yeast, dose response, Friedreich's ataxia, plus single-dose screen (AID 1465); 0.074% of 220,000 active; one-dose fold induction at 50 µM; EC50 in µM for titrated hits; S. cerevisiae Yfh1-off respiration, WST-1 reduction, 72 h; higher fold induction means a stronger effect;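 active = fold induction of absorbance versus untreated yeast above a set limit, then at least 30% activation at any dose in follow-up; inconclusive = repeats straddling the limit, or above it without dose testing; inactive = fold induction below the set limit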;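 note: activators that raise dye reduction in frataxin-depleted yeast; strong numbers were not always called active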
SIAH1 antagonists: blockers of Siah-1 interaction with plectin peptide – biochemical, fluorescence polarization, rhodamine-plectin, uHTS, primary screen (AID 1817). Siah-1 / rhodamine-plectin peptide fluorescence polarization; higher % means a stronger effect. one-dose displacement, % at 20 µM; IC50 in µM for titrated hits. 0.02% of 290,000 active;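 active = displacement of at least 50% at 20 µM, with a fluorescence ratio check between 0.3 and a set limit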;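 note: plate controls were Siah plus tracer with DMSO for no effect and tracer alone without Siah for full effect; strong numbers were not always called active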
CSM14.1 death rescue: protection against thapsigargin-triggered cell killing – 384-well, CSM14.1, ATP luminescence, primary screen (AID 1222) | cellular ATP content (survival), % at 20 µM, or EC50 in µM where a hit was titrated | 190,000 tested, under 10 active | CSM14.1 thapsigargin-induced death rescue, ATP luminescence; higher % means a stronger effect;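 active = EC50 below 50 µM in the dose-response confirmation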;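 note: death triggered by thapsigargin at about 15 µM added after 2 h compound pretreatment; cell ATP read after overnight thapsigargin exposure of roughly 18 to 22 hours; normalized against plate controls of thapsigargin alone and 5% DMSO vehicle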
human PMI inhibitors: human PMI inhibitors, high substrate, primary screen, biochemical, fluorescence intensity, high mannose 6-phosphate (AID 1220) | recombinant PMI enzyme, coupled fluorescence intensity; higher % means a stronger effect | inhibition, % at 20 µM, or IC50 in µM where a hit was titrated | 0.66% of 190,000 active; in the data active = inhibition above about 50%
The depositor's hits bear a star; i = inactive; ? = inconclusive; . = no result given.

Each structure is followed by: M1AAP inhibition | XIAP displacement | M17LAP inhibition | Salmonella PhoP GFP | West Nile antiviral | Yfh1-depleted yeast | SIAH1 antagonists | CSM14.1 death rescue | human PMI inhibitors
- CCN(C(=O)CN1CCOCC1)c1c(N)n(Cc2ccccc2)c(=O)[nH]c1=O
 : 2% | -8.0% | 9% | 1% | -0.1% | i | -1% | -0.3% | -11%
- COc1ccccc1N1Cc2ccccc2C1
 : 9% | -10% | 5% | 10% | 0.3% | i | -2% | -1.5% | -44%
- Cc1nc2sc(C(c3cccs3)N3CCN(C(=O)c4ccco4)CC3)c(O)n2n1 (stereo unspecified)
 : 9% | 0.1% | 13% | 0% | 0.3% | i | 1% | -2.3% | 7%
- Cn1c(SCC(=O)Nc2ccc3cn[nH]c3c2)nnc1-c1cccs1
 : -2% | -4.9% | 8% | 11% | 0.0% | i | 8% | 0.8% | 1%
- Cc1c(NC(=O)c2ccccc2)cccc1[N+](=O)[O-]
 : 10% | -5.3% | 20% | -21% | -0.3% | i | -1% | -0.4% | 2%
- CN(C)S(=O)(=O)c1cccc(NC(=S)NC2CCCCC2)c1
 : -1% | -3.4% | -3% | 3% | -0.7% | i | 2% | 0.6% | -2%
- COc1cc(CNCCN(C)C)c(Br)cc1OCC(=O)NCc1ccccc1
 : 4% | -4.4% | 3% | 4% | 0.3% | i | 11% | 10% | -10%
- CC(C(=O)N1CCOCCOCCOCCOCCOCC1)N1C(=O)c2ccccc2C1=O (stereo unspecified)
 : -4% | -8.0% | -2% | 9% | -0.2% | i | 0% | -0.4% | -8%
- COc1ccc(NC(=S)NNC(=O)OC(C)(C)C)cc1OC
 : -1% | -2.1% | 3% | 17% | -0.1% | i | 1% | -0.4% | 2%
- COCCN1C=C(C(=O)OC)C(c2ccccc2Cl)C(C(=O)OC)=C1
 : 7% | -1.6% | -11% | -3% | -0.4% | i | 18% | . | -1%
- CCOc1ccc(C(=O)NCC(=O)OCc2c(F)cccc2Cl)cc1
 : 0% | -3.4% | 2% | -5% | 0.3% | i | 2% | -2.4% | 1%
- CC(C)(CO)NCC#Cc1ccccc1
 : 2% | -1.2% | -4% | -6% | 0.2% | i | 3% | -0.1% | 1%
- Cc1ccc(CCN2CC(C(=O)O)CC2=O)cc1 (stereo unspecified)
 : 8% | -21% | 17% | -7% | -0.9% | i | 5% | 4.3% | 6%
- CCC(SCC(=O)OC)C(=O)Nc1nnc(C(C)C)s1 (stereo unspecified)
 : 7% | -1.5% | 5% | -4% | 0.1% | i | 4% | -0.3% | -1%
- Cn1cccc1CC(=O)N/N=C/C(Cl)=C/c1ccccc1
 : 5% | -7.0% | 12% | 40% | -0.9% | i | 22% | -1.1% | 5%
- CCN=C1S/C(=C\c2cc(Br)ccc2OCC(=O)OCC)C(=O)N1CC
 : 4% | -12% | 11% | -14% | -0.1% | i | -6% | -0.2% | 1%
- O=C(/C=C/c1ccccc1)Nc1cccnc1Oc1ccccc1F
 : -2% | . | -3% | -2% | -1.0% | i | -5% | . | .
- CCOc1ccc2nc(NS(C)(=O)=O)sc2c1
 : 7% | -1.6% | 0% | -11% | -0.2% | i | -1% | 1.0% | -40%
- CC1=CCC2C(=O)N(c3nc(C)cc(C)n3)C(=O)C2C1 (stereo unspecified)
 : 0% | -6.0% | -3% | -3% | 0.0% | i | -8% | . | 1%
- Clc1cc(Cl)c(OCc2nc(-c3ccccn3)no2)cc1Cl
 : 4% | -1.6% | -9% | -4% | -0.1% | i | -8% | -3.8% | 6%
- CCC1CCCCN1C(=O)CCc1nnc(Cc2cc(OC)ccc2OC)o1 (stereo unspecified)
 : 2% | . | -5% | -19% | -0.9% | i | -2% | . | .
- COc1ccc(Cl)cc1NC(=O)CCCN1C(=O)CCC1=O
 : 6% | -7.4% | 2% | -2% | -0.3% | i | 2% | -1.3% | -3%
- Cc1ccccc1NC(=O)Cn1nnc(S(=O)(=O)c2ccc(C(C)(C)C)cc2)c1N
 : 2% | -5.7% | -11% | -1% | . | . | 35% | 4.5% | 5%
- Nn1c(-c2ccc(O)cc2)nnc1-c1ccc(O)cc1
 : 3% | . | 16% | -2% | 0.3% | i | 6% | . | .
- ON=Cc1cccn1-c1ccccc1
 : 3% | -12% | 13% | 8% | -0.6% | i | 1% | -1.9% | -1%
- O=C(c1noc2c1CCCCC2)N1CCOCC1
 : 0% | -4.4% | 2% | -4% | 0.1% | i | 0% | -1.7% | -2%
- CCOC(=O)CN(C(=O)CSc1nnc(CNc2ccc(F)cc2)o1)c1ccccc1
 : 2% | -3.8% | -7% | -3% | -1.1% | i | 2% | 3.6% | 10%
- CCCCc1nc2sc3c(c2c(=O)[nH]1)CCC3
 : 2% | -6.2% | -7% | 3% | -0.1% | i | -1% | 0.3% | 10%
- CC(C)C(=O)Nc1nnc(SCC(=O)NCc2ccc3c(c2)OCO3)s1
 : 5% | -3.6% | 9% | -3% | -0.5% | i | 10% | 7.4% | 6%
- Cc1ccc(OCC(=O)NCCc2nc3ccccc3[nH]2)c(C)c1
 : 0% | -11% | -1% | -8% | -0.6% | i | -9% | -0.1% | 1%
- Oc1ccc2[nH]cnc2c1CN1CCCCC1
 : 6% | -6.2% | 0% | 19% | -0.1% | i | -6% | . | 13%
- O=[N+]([O-])c1cc(/C=N/n2c(-c3cccnc3)n[nH]c2=S)ccc1Cl
 : 6% | -7.8% | 25% | 9% | -0.6% | i | -3% | -1.6% | 8%
- COC(=O)CCN(C(=O)c1cccc(OC(C)=O)c1)c1ccccn1
 : 2% | -5.3% | -4% | 4% | -0.1% | i | -1% | 0.9% | -11%
- CCOc1ccc(OCC)c(NC(=O)CN(C)S(=O)(=O)c2ccc3nc(C)sc3c2)c1
 : -2% | -1.7% | -3% | 6% | -0.9% | i | 13% | -2.6% | 19%
- Cc1nn2c3c(cnc2c1-c1ccccc1)C(=O)CC(c1ccccc1)C3 (stereo unspecified)
 : 3% | -4.0% | -1% | -8% | 0.6% | i | 18% | 0.4% | -2%
- O=C(Nc1cccc(C(F)(F)F)c1)c1ccccc1NC(=O)C1CCCCC1
 : 1% | -3.2% | -7% | 8% | -1.1% | i | -3% | 1.4% | -4%
- CCOC(=O)Cc1csc(NC(=O)c2ccc(Br)s2)n1
 : 15% | -14% | -1% | -6% | ? | i | -6% | 3.9% | 4%
- CCOc1c(C(N)=O)cc([N+](=O)[O-])cc1[N+](=O)[O-]
 : 7% | -13% | 6% | -2% | 0.1% | i | 21% | 15% | 1%
- Clc1ccc(-c2cn3c(n2)-c2ccccc2C3)cc1Cl
 : 8% | -2.7% | 7% | -6% | -1.1% | i | 1% | -1.8% | 0%
- CCOc1ccccc1NC(=O)Nc1ccccn1
 : 0% | . | 6% | 1% | -0.1% | i | -6% | . | .
- CCOC(=O)CN=C(NS(=O)(=O)c1ccc(Cl)cc1)c1ccccc1
 : -7% | -5.4% | -7% | -4% | 0.3% | i | -7% | 1.3% | 4%
- Cc1c(C(=O)NCc2cccs2)oc2ccccc12
 : -5% | -1.6% | -10% | 6% | 0.2% | i | 0% | . | -7%
- NC(=O)CC(NC(=O)c1cccc(Br)c1)c1ccc(NCCN2CCOCC2)c([N+](=O)[O-])c1 (stereo unspecified)
 : 0% | . | 12% | -1% | 0.0% | i | -2% | . | .
- O=C(NCc1cccnc1)C(=O)NCC(c1ccco1)N1CCOCC1 (stereo unspecified)
 : 11% | -4.2% | -1% | -3% | -0.4% | i | -7% | . | -6%
- O=C1CCC([N+](=O)[O-])C(c2cccc(Cl)c2Cl)N1 (stereo unspecified)
 : 9% | -3.8% | 9% | 5% | 0.2% | i | -3% | 0.4% | -4%
- Cn1c(CCN2CCCCC2)nc2cc(NC(=O)NC3CCCCC3)ccc21
 : 2% | -2.5% | -5% | -5% | 0.1% | i | -2% | 0.2% | 15%
- Cc1sc(-c2ccccn2)nc1OC(=O)c1ccc(Cl)cc1
 : -1% | -1.3% | 6% | -1% | 0.1% | i | 8% | 1.7% | 7%
- CCC(C(=O)NCc1ccco1)N(C(=O)CNS(=O)(=O)c1ccccc1)c1ccc(OC)cc1 (stereo unspecified)
 : -2% | -6.2% | -3% | 1% | 1.2% | i | -4% | -0.5% | -9%

Entries from the list above containing an aryl methoxy group:
Each structure is followed by: M1AAP inhibition | XIAP displacement | M17LAP inhibition | Salmonella PhoP GFP | West Nile antiviral | Yfh1-depleted yeast | SIAH1 antagonists | CSM14.1 death rescue | human PMI inhibitors
- COc1ccccc1N1Cc2ccccc2C1
 : 9% | -10% | 5% | 10% | 0.3% | i | -2% | -1.5% | -44%
- COc1cc(CNCCN(C)C)c(Br)cc1OCC(=O)NCc1ccccc1
 : 4% | -4.4% | 3% | 4% | 0.3% | i | 11% | 10% | -10%
- COc1ccc(NC(=S)NNC(=O)OC(C)(C)C)cc1OC
 : -1% | -2.1% | 3% | 17% | -0.1% | i | 1% | -0.4% | 2%
- CCC1CCCCN1C(=O)CCc1nnc(Cc2cc(OC)ccc2OC)o1 (stereo unspecified)
 : 2% | . | -5% | -19% | -0.9% | i | -2% | . | .
- COc1ccc(Cl)cc1NC(=O)CCCN1C(=O)CCC1=O
 : 6% | -7.4% | 2% | -2% | -0.3% | i | 2% | -1.3% | -3%
- CCC(C(=O)NCc1ccco1)N(C(=O)CNS(=O)(=O)c1ccccc1)c1ccc(OC)cc1 (stereo unspecified)
 : -2% | -6.2% | -3% | 1% | 1.2% | i | -4% | -0.5% | -9%
